Scp-1 inhibitor: blocks human Scp-1 phosphatase activity. Q9GZU7. Recombinant Scp1, phosphopeptide, malachite green phosphate absorbance. inhibition, % at 20 µM. 340,000 tested, 0.88% active. AID 493091;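 active = inhibition above about 50% at 20 µM, limit read from the data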;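 note: plate controls were DMSO wells with enzyme for no effect and wells lacking enzyme for full effect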
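Incubation: 45 min enzyme reaction at room temperature / System: truncated SCP-1 phosphatase (76-261aa) / Reagent: Phospho 17-mer peptide substrate / Buffer or medium: Acidic Tris acetate buffer with magnesium and detergent / Signal: absorbance at 630 nm / Doses: one concentration, 20 µM, with 1.0% DMSO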
CSN deneddyl inh: CSN deneddylation inhibition. Q92905. Purified CSN, SCF-Nedd8-OG deneddylation, fluorescence polarization. inhibition, % at 12.5 µM. 360,000 tested, 0.38% active. AID 651999;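 active = pattern-corrected inhibition above about 35%, with an unprinted fluorescence ratio check between 0.5 and 1.5, limit read from the data, passing the limit was not always enough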;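 note: 0% = enzyme with substrate and 100% = substrate without enzyme; some results filed as inactive read as strong as hits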
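Assay system: purified human Csn5 enzyme expressed in HEK293T cells; measure: % inhibition; also added: SCFSkp2-Nedd8OG substrate at 10 nM final; technique: fluorescence polarization; times: reaction 90 min, room temperature; medium: Tris buffer pH 7.5, NaCl, DTT, Tween-20, trehalose, ovalbumin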
LMPTP block: blocks human LMPTP phosphatase. recombinant LMPTP-A, OMFP fluorogenic substrate, fluorescence intensity. inhibition, % at 20 µM. 360,000 tested, 0.22% active. AID 651560;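 active = compounds that cut the enzyme signal by at least half of the control window in the single-dose screen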;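 note: plate controls were DMSO wells with enzyme plus substrate for no effect and substrate without enzyme for full effect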
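test system = LMPTP-A | amount = 0.625 nM LMPTP-A final | reagent = fluorogenic phosphatase substrate OMFP at 400 µM final | incubation = 50 min at room temperature | benchmarks = no-enzyme low control, uninhibited high control | medium = Bis-Tris pH 6.0, DTT, detergent | signal = fluorescence intensity of OMFP turnover product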
Neddylation inh: cullin neddylation inhibition; P61081+Q13564; TR-FRET cullin neddylation, biochemical; calls only at 25 µM; 360,000 tested, 0.58% active; in the data active = inhibition above about 36%
Rin1-Abl PPI inh: inhibitors of human Rin1-Abl protein interaction; AID 588664; TR-FRET Rin1/Abl binding, biochemical; 360,000 tested, 0.4% active; P00519+Q13671; inhibition, % at 7.35 µM; in the data active = inhibition above about 5%, passing the limit was not always enough
STEP inh: inhibitors of human striatal-enriched phosphatase STEP | P54829 | recombinant STEP, OMFP fluorogenic substrate, fluorescence | inhibition, % at 20 µM | 360,000 tested, 0.25% active | AID 588621;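 active = inhibition at 20 µM, scaled per plate between control wells, above about 37%, limit read from the data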;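 note: 0% = DMSO with enzyme and substrate and 100% = substrate only without enzyme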
Target sequence (P54829 whole entry, looked up): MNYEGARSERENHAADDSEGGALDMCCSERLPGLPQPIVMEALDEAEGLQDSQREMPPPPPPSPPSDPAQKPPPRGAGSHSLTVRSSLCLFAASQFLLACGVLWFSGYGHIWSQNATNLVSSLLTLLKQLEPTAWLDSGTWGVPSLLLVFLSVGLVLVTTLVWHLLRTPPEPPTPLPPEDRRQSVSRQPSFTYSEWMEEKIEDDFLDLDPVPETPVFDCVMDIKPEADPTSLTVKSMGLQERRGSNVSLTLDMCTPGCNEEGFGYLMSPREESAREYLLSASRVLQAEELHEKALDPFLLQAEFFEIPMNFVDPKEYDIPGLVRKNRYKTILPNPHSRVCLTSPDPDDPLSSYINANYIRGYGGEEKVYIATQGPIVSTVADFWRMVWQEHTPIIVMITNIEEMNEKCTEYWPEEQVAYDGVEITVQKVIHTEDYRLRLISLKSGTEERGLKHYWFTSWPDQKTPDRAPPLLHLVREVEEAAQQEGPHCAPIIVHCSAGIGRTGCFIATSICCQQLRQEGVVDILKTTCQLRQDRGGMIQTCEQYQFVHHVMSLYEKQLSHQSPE
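Assay system: isolated STEP enzyme. Buffer or medium: pH 6.0 Bis-Tris with DTT and Tween 20. Also added: fluorogenic phosphatase substrate OMFP at 25 µM final. Dosing: 20 µM, 1% DMSO. Timing: 20 min reaction, room temperature, in the dark. Measured by: fluorescence intensity, excitation 480 nm, emission 540 nm. Evaluation: normalized % inhibition.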
NadD block: blocks S. aureus nicotinate mononucleotide adenylyltransferase; 360,000 tested, 0.78% active; inhibition, % at 20 µM; AID 602399; purified NadD enzyme, colorimetric absorbance read-out; in the data active = inhibition above about 26%; note: some compounds past the cut are filed as inactive
DNMT1 inh: inhibitors of human DNMT1 | P26358 | AID 588458 | inhibition (reported as % activation of signal), % at 10 µM | DNMT1 molecular beacon, Hinp1I cleavage, fluorescence | 360,000 tested, 0.83% active; in the data active = inhibition above about 50%
SUMO1-SIM PPI: SUMO1-SIM interaction modulation. inhibition, % at 20 µM. P63165. SUMO1 binding to a labelled peptide, TR-FRET, 1 h. AID 602429. 360,000 tested, 0.33% active; in the data active = inhibition above about 37%
Target sequence (P63165 whole entry, looked up): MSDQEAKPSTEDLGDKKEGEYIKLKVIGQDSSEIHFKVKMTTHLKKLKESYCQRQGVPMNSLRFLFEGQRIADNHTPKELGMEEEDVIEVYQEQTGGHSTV
Rpn11 block: blocks the human proteasome subunit Rpn11; O00487; human 26S proteasome, Ub4-pepOG fluorescence polarization; 20S core pre-blocked with epoxomicin; calls only at 20 µM; 360,000 tested, 0.59% active; AID 588493;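 active = inhibition at 20 µM, scaled to each plate's controls, above about 33%, limit read from the data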
Target sequence (O00487 whole entry, looked up): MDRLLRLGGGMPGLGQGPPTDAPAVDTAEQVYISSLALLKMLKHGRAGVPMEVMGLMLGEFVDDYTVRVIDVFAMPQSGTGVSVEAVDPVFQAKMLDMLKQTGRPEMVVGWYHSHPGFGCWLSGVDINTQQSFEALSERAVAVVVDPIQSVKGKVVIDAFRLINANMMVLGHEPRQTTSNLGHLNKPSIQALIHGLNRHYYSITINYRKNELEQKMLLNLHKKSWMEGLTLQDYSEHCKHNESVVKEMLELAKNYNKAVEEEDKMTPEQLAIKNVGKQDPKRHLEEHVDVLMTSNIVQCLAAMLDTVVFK
Starred values were filed as active, the others as inactive; i = inactive; . = no result given.

Structure	Scp-1 inhibitor	CSN deneddyl inh	LMPTP block	Neddylation inh	Rin1-Abl PPI inh	STEP inh	NadD block	DNMT1 inh	SUMO1-SIM PPI	Rpn11 block
O=C(NCCN1CCOCC1)c1cc2sccc2n1Cc1ccc(F)cc1	-2	-1	-0.4	i	0	0	-8	-4	1	i
COc1ccc(C(c2c(O)ccc3ccccc23)N2CCOCC2)c(OC)c1 (stereo not drawn)	-11	4	2.5	i	-4	0	9	-6	-3	i
CCOc1ccc(NC(=O)c2ccc(N3CC4CC(C3)c3cccc(=O)n3C4)c(NC(=O)c3cccnc3)c2)cc1 (stereo not drawn)	-10	3	-1.5	i	4	0	2	3	-3	i
CCN1CCCC1CNC(=O)c1cc2cc(OC)c(OC)cc2[nH]1 (stereo not drawn)	-13	1	-3.0	.	-1	0	0	3	3	i
COc1ccc(/C=C/C(=O)Nc2ccncc2)cc1OC	-9	1	0.9	.	-4	-1	1	-2	-7	i
CCOc1ccccc1N(CC)C(=O)c1ccc2c(=O)n3c(nc2c1)CCCCC3	3	-1	0.4	i	3	-1	1	2	-2	i
Cc1ccc(-n2nnnc2SC(C)C(=O)Nc2ccc(Cl)cn2)cc1 (stereo not drawn)	-1	-2	0.3	i	-2	2	-2	0	2	i
O=C(NCc1ccco1)c1sc2cc(Cl)ccc2c1Cl	-10	11	2.4	i	-9	2	0	2	-6	i
O=c1cnnc(Nc2ccccc2F)[nH]1	-1	-2	-1.2	i	-2	-2	5	0	-2	i
C#CCOCCOCCOCCNc1nc(N2CCN(C(=O)C([C@@H](C)CC)n3cc(C(N)CC(C)C)nn3)CC2)nc(N2CCN(C(=O)[C@H](CCC(=O)O)n3cc(C(N)CC(C)C)nn3)CC2)n1 (stereo partly drawn)	0	-1	-2.6	i	2	-2	-10	2	1	i
Cc1ccc(S(=O)(=O)N2C[C@H]3C(=O)C[C@@H](c4cccc5ccccc45)N(S(=O)(=O)c4ccc(C)cc4)[C@H]3C[C@H]2c2ccc(Cl)cc2)cc1	.	-13	1.8	i	-2	3	26	5	0	i
CC(=O)Nc1ccc(S(=O)(=O)N2c3ccc(F)cc3CCC2C)cc1 (stereo not drawn)	-15	1	1.5	i	-3	-4	-6	0	3	i
Cc1ccc(NC(=O)c2cc(-c3cc(C)c(C)cc3O)n[nH]2)cc1C	2	4	-0.3	i	-1	1	6	6	3	i
CCOc1ccc(Cl)cc1CNCCCSc1ncccn1	-5	-3	-1.7	i	-1	-4	-8	-4	1	i
O=C(CSc1nnc(-c2cccs2)n1-c1ccccc1)NCC1CCCO1 (stereo not drawn)	2	6	-2.4	i	1	-1	-4	6	0	i
O=C(NCc1cccs1)c1ccc(N2CCCC2=O)cc1	2	-1	-0.6	i	4	1	5	3	-1	i
COCCN(C(=S)Nc1cccc(OC)c1)C(C)c1cccs1 (stereo not drawn)	-2	-11	-1.7	i	0	0	-7	0	0	i
O=S(=O)(NCCCc1ccccc1)c1ccc(F)c(F)c1	-5	0	0.9	i	-2	-1	-4	2	-5	i
CCN(CC)c1ccc(C2C(C(=O)OC(C)C)C(=O)CC(C)(O)C2C(=O)OC(C)C)cc1 (stereo not drawn)	8	4	-0.9	i	-3	2	-2	49	-1	i
O=C(c1cccc2ccccc12)C1CCCN(C(=O)c2ccc(N3CCOCC3)cc2)C1 (stereo not drawn)	-1	0	-0.2	i	-2	-1	8	8	-8	i
CC1(C)CC(=O)C2=C(C1)NC1=C(C(=O)c3ccccc31)C2c1cc([N+](=O)[O-])ccc1O (stereo not drawn)	-13	-1	4.9	i	-5	3	5	-4	-14	i
O=C(COc1ccc(S(=O)(=O)N2CCOCC2)cc1)NCCCn1ccnc1	-4	1	-1.0	i	3	-1	-3	0	-1	i
Fc1ccc(CO/N=C/C2=C(Cl)c3ccccc3CC2)cc1	-10	0	2.6	i	-3	4	2	0	-3	i
O=C1Nc2cc(Cl)cnc2N2CCCC12 (stereo not drawn)	-5	3	1.5	i	0	1	4	-5	12	i

Sorted by molecular weight (low to high): 3 of the compounds above
Structure	Scp-1 inhibitor	CSN deneddyl inh	LMPTP block	Neddylation inh	Rin1-Abl PPI inh	STEP inh	NadD block	DNMT1 inh	SUMO1-SIM PPI	Rpn11 block
COCCN(C(=S)Nc1cccc(OC)c1)C(C)c1cccs1 (stereo not drawn)	-2	-11	-1.7	i	0	0	-7	0	0	i
O=C(CSc1nnc(-c2cccs2)n1-c1ccccc1)NCC1CCCO1 (stereo not drawn)	2	6	-2.4	i	1	-1	-4	6	0	i
O=C(c1cccc2ccccc12)C1CCCN(C(=O)c2ccc(N3CCOCC3)cc2)C1 (stereo not drawn)	-1	0	-0.2	i	-2	-1	8	8	-8	i

Three entries out of the list above, ordered by the value under DNMT1 inh, low to high:
| SMILES | DNMT1 inh |
| --- | --- |
| CC1(C)CC(=O)C2=C(C1)NC1=C(C(=O)c3ccccc31)C2c1cc([N+](=O)[O-])ccc1O (stereo not drawn) | -4 |
| O=S(=O)(NCCCc1ccccc1)c1ccc(F)c(F)c1 | 2 |
| Cc1ccc(NC(=O)c2cc(-c3cc(C)c(C)cc3O)n[nH]2)cc1C | 6 |

Going on with the list.
Structure	Scp-1 inhibitor	CSN deneddyl inh	LMPTP block	Neddylation inh	Rin1-Abl PPI inh	STEP inh	NadD block	DNMT1 inh	SUMO1-SIM PPI	Rpn11 block
Cc1cc(C)n(-c2ccccc2[N+](=O)[O-])n1	13	0	-1.0	i	4	0	0	-2	-4	i
COc1cc(CN2CCCC(C)C2)cc([N+](=O)[O-])c1O (stereo not drawn)	-3	4	-2.4	i	-6	2	0	1	-18	i
CCC1NC(=O)c2cccnc2-n2c1nc1ccc(C)cc1c2=O (stereo not drawn)	.	4	-0.9	i	0	-3	3	3	4	i
CCOCc1c(C(=O)Nc2cc(OCC)c(N3CCOCC3)cc2OCC)oc2ccccc12	-5	-1	3.2	.	2	-1	-8	-1	2	i
NC(=O)c1ccc(-c2noc(-c3cccc(Cl)c3)n2)cc1	-11	2	2.0	i	4	2	-5	29	6	i
O=[N+]([O-])c1ccc(C2CCCC/C2=N\OCc2cccc(F)c2)c([N+](=O)[O-])c1 (stereo not drawn)	-21	1	2.8	i	-2	2	5	-5	-14	i
CSc1cccc(NC(=S)NCCCN2CCN(c3ccc(F)cc3)CC2)c1	-10	1	0.4	i	-1	2	-5	2	3	i
COc1ccc(N(CC(=O)NC2CCCCC2)S(=O)(=O)c2cccnc2)cc1	-4	1	-0.1	i	3	-1	-2	-3	1	i
CCOC(=O)c1nnn2c1nc(N1CCN(c3ccccc3)CC1)c1ccccc12	-15	-1	0.3	i	-4	1	6	1	9	i
CC1CCN(CC(=O)N(C)c2c(N)n(Cc3ccccc3)c(=O)[nH]c2=O)CC1	-1	-6	0.7	i	-2	-2	4	0	2	i
Cc1ccc2c(c1)c1c(n2CC(O)CNC2CCCC2)CCCC1 (stereo not drawn)	3	3	-2.4	i	2	-3	-10	-3	-5	i
O=C(O)CC/C(=C\c1ccc(N2CCCC2)c([N+](=O)[O-])c1)c1nc2ccccc2s1	-2	9	4.7	i	2	2	25	-2	12	i

Only Scp-1 inhibitor, DNMT1 inh and LMPTP block, for some of the entries so far:
Molecule | Scp-1 inhibitor | DNMT1 inh | LMPTP block
COc1ccc(N(CC(=O)NC2CCCCC2)S(=O)(=O)c2cccnc2)cc1 | -4 | -3 | -0.1
CCOC(=O)c1nnn2c1nc(N1CCN(c3ccccc3)CC1)c1ccccc12 | -15 | 1 | 0.3
CC1CCN(CC(=O)N(C)c2c(N)n(Cc3ccccc3)c(=O)[nH]c2=O)CC1 | -1 | 0 | 0.7
Cc1ccc2c(c1)c1c(n2CC(O)CNC2CCCC2)CCCC1 (stereo not drawn) | 3 | -3 | -2.4

(listing goes on)
Structure	Scp-1 inhibitor	CSN deneddyl inh	LMPTP block	Neddylation inh	Rin1-Abl PPI inh	STEP inh	NadD block	DNMT1 inh	SUMO1-SIM PPI	Rpn11 block
CC1C/C(=N/Nc2nc3ccccc3[nH]2)CC(C)(C)C1 (stereo not drawn)	-6	-3	-0.3	i	0	0	-2	-1	-4	i
C=CCn1c(COc2cccc(C)c2)nnc1SC(C)C(=O)NC1CC1 (stereo not drawn)	-5	-1	-9.8	i	0	-3	3	0	-45	i
CCCN1CCN(C(=O)c2ccc(S(=O)(=O)N(C)c3ccccc3OC)cc2)CC1	.	-5	-0.5	i	-1	1	1	1	0	i
O=C(Nc1cccc([N+](=O)[O-])c1)c1ccc2nc(N3C(=O)CCC3=O)sc2c1	-11	3	0.2	i	-5	2	10	-7	1	i
COc1ccc(CN(C)C(C)C(=O)Nc2ccc(S(=O)(=O)N3CCCCC3)cc2)c(OC)c1 (stereo not drawn)	-4	-2	-0.6	i	3	0	-2	-11	0	i
COc1ccccc1CCc1nnc(CCC(=O)N(C)Cc2cccc3ncccc23)o1	-5	-2	1.8	i	2	-4	0	0	-1	i

As entered above.
CSN deneddyl inh, CCCN1CCN(C(=O)c2ccc(S(=O)(=O)N(C)c3ccccc3OC)cc2)CC1 is entered as -5
Rin1-Abl PPI inh, C=CCn1c(COc2cccc(C)c2)nnc1SC(C)C(=O)NC1CC1 (stereo not drawn) is entered as 0
LMPTP block, COc1ccccc1CCc1nnc(CCC(=O)N(C)Cc2cccc3ncccc23)o1 is entered as 1.8

Compound activity: PubChem BioAssay, several laboratories
